All columns: NCI-60 one-dose screen, growth in % after 48 h at 10 µM unless noted; 100 = growth as untreated, 0 = no growth, -100 = all killed.
U251: U251 CNS tumor cells | hit rate 5.4% among 80,000 | AID 1794753
OVCAR-8: OVCAR-8 ovarian cancer; hit rate 4.4% among 81,000; AID 1794782
SF-295: SF-295 CNS cancer cells | AID 1794758 | hit rate 5.6% among 79,000
DU-145: DU-145 prostate cancer; hit rate 4.2% among 81,000; AID 1794760
SNB-19: SNB-19 CNS cancer cells; hit rate 2.5% among 81,000
SF-268: SF-268 CNS cancer cells; hit rate 3.1% among 82,000
OVCAR-3: OVCAR-3 ovarian cancer | hit rate 7% among 79,000 | AID 1794787
PC-3: PC-3 prostate cancer cells; AID 1794754; hit rate 3.9% among 80,000
SF-539: SF-539 CNS cancer; hit rate 6.8% among 81,000
* = called active by the depositor; / = not tested or not shown; & = joins results of further samples; [ ] = another dose, or the depositor's remark. The calls were made as follows: active = growth percent below 10; inactive = the rest.

Start of the data: the first 4 records as a preview:
SMILES	U251	OVCAR-8	SF-295	DU-145	SNB-19	SF-268	OVCAR-3	PC-3	SF-539
COc1cc(/C=C/C(=O)c2ccc(Nc3ncnc4ccccc34)cc2)cc(OC)c1	34	57	61	72	62	38	36	44	72
O=C(Nc1ccccc1)C1CN(Cc2ccccc2)CCS1 (configuration not stated)	102	101	95	104	105	94	100	108	105
Cc1[nH]ccc2cc3nc4ccccc4c3cc12	26	21	20	34	45	40	42	33	34
CSc1ncc(SC)c(Nc2ccc(C)c(Cl)c2)n1	87	94	88	101	93	104	105	82	83

All compounds of this part, from the start:
SMILES	U251	OVCAR-8	SF-295	DU-145	SNB-19	SF-268	OVCAR-3	PC-3	SF-539
COc1cc(/C=C/C(=O)c2ccc(Nc3ncnc4ccccc34)cc2)cc(OC)c1	34	57	61	72	62	38	36	44	72
O=C(Nc1ccccc1)C1CN(Cc2ccccc2)CCS1 (configuration not stated)	102	101	95	104	105	94	100	108	105
Cc1[nH]ccc2cc3nc4ccccc4c3cc12	26	21	20	34	45	40	42	33	34
CSc1ncc(SC)c(Nc2ccc(C)c(Cl)c2)n1	87	94	88	101	93	104	105	82	83
COc1ccc2c(c1)OCC(O)(c1ccccc1)C2=O (configuration not stated)	101	106	110	116	99	104	117	82	102
Oc1ccc(Br)cc1CNC1CCCCC1	102	98	93	117	94	103	102	93	93
Cn1ncc2c(c1=O)-n1nc(CN3CCCC3)cc1-c1ccccc1O2	104	99	117	99	100	90	99	82	105
O=C(Nc1ccc(Cl)cc1)c1ccc(-n2c(=O)[nH]c3ccccc3c2=O)cc1	84	52	86	91	92	96	121	96	80
COC(=O)[C@]12CC[C@@H](C)[C@H](C)[C@@H]1C1=CC[C@@H]3[C@@]4(C)C[C@@H](O)OC[C@](C)(C=O)C4C(=O)C[C@@]3(C)[C@]1(C)CC2 (some centres not stated)	0.2*	-4.5*	1.6*	15	27	35	-12*	5.8*	7.5*
CC(O)COCC(C)OC(C)C (configuration not stated)	102	103	102	102	103	102	105	/	102
CC(C)(C)Cc1cssc1=S	97	101	92	112	101	109	111	92	104
C/C(=N/O)c1ccc(NC(=O)CSc2nnc(-c3ccc4nc(-c5ccc(Cl)cc5)[nH]c4c3)o2)cc1	-59*	1.3*	98	44	21	71	85	41	43
CCCNNC(=O)c1ccc(CNC(=O)/C=C/c2ccccc2)cc1	38[2.5 µM]	21[2.5 µM]	33[2.5 µM]	37[2.5 µM]	55[2.5 µM]	53[2.5 µM]	48[2.5 µM]	43[2.5 µM]	44[2.5 µM]
O=[P@@]1(c2ccccc2)O[C@H](COCc2ccccc2)[C@@H](OCc2ccccc2)[C@H](OCc2ccccc2)[C@@H]1O	75	88	/	99	101	90	101	54	109
COc1cc2c(c(OC)c1OC)-c1ccc(NNC(=S)N(Cc3cccc(C[N+](Cc4cccc(CNC56CC7CC(CC(C7)C5)C6)c4)(Cc4cccc(CNC56CC7CC(CC(C7)C5)C6)c4)Cc4cccc(CN(C(=S)NNc5ccc6c(cc5=O)[C@@H](NC(C)=O)CCc5cc(OC)c(OC)c(OC)c5-6)C56CC7CC(CC(C7)C5)C6)c4)c3)C34CC5CC(CC(C5)C3)C4)c(=O)cc1[C@@H](NC(C)=O)CC2 (some centres not stated)	5.8*	16	20	21	16	18	21	12	0.9*
CCOc1cc(NC(=O)c2ccccc2)c(OCC)cc1N	106	113	121	110	105	106	108	104	112
Cc1nc2sc(C(=O)Nc3ccc(Br)cc3)c(N)c2cc1C(=O)c1ccc(C(F)(F)F)cc1	66	66	54	73	76	78	83	79	44
CCOC(=O)c1sc2nc(-c3cccc(C#N)c3)nc(N3CCOCC3)c2c1C	100	81	92	92	84	95	100	/	72
O=C(O)CC(O)c1ccccc1 (configuration not stated)	96	104	95	/	103	100	108	91	96
NS(=O)(=O)c1ccc(NC(=S)/N=C\c2c(O)[nH]c(=O)[nH]c2=O)cc1	93	102	101	110	99	100	104	92	105
Cc1sc2nc3c4ccccc4c(NCCCN(C)C)nn3c(=O)c2c1C	56	/	66	41	82	67	59	51	29
COc1ccc(C(=O)c2sc3nc(C)cc(C)c3c2N)cc1	98	64	90	/	96	84	71	72	87
CNC(=O)c1ccc(Cl)c(Cl)c1	95	100	100	109	101	105	114	82	105
O=C(/C=C/c1cccc(Cl)c1)OCc1ccc2cc1OCC#C/C=C\C#CCO2	102	98	109	119	94	106	116	96	100
CCOC(=O)c1csc(NC(=O)c2ccc(Nc3ccc(Cl)c(Cl)c3)c([N+](=O)[O-])c2)n1	96	101	96	102	94	89	101	/	99
CCOC(=O)CNC(=O)Cc1ccccc1	100	100	103	107	101	98	107	97	107
COc1ccc(NC(=O)Cn2c(-c3nonc3N)nc3ccccc32)cc1Cl	99	106	93	/	102	/	/	99	106
CN(Cc1ccccc1)c1ccccc1	93	115	120	108	115	96	104	106	100
O=C(Nc1cccc(-n2ccc3c(NC(=O)c4ccccc4)nccc32)c1)c1ccc(N2CCOCC2)c(C(F)(F)F)c1	15	16	-15*	19	43	24	27	24	12
COc1cccc(Cn2nc(Nc3ccccn3)nc2N)c1	96	99	86	102	92	90	103	92	86
CC(=O)CC(c1ccccc1)c1ccccc1	108	106	123	116	106	104	114	93	103
COc1cc(C2=NN(c3ccc(S(N)(=O)=O)cc3)C(c3ccc(Cl)cc3)C2)cc(OC)c1OC (configuration not stated)	24	40	25	66	57	48	47	/	69
O=C(NCCNc1nccc(-c2c(-c3ccc(F)cc3)nc3sccn23)n1)c1cccc(C(F)(F)F)c1	73	50	82	78	89	73	88	55	97
S=C(Nc1ccccc1)Nc1ccc(OCc2nc3ccccc3[nH]2)cc1	34	36	24	44	40	24	29	42	31
O=C(c1ccccc1)c1c(-c2ccccc2)c(C(=O)c2ccccc2)c2ccccc2c1Cl	/	/	72	87	102	91	75	72	99
O=C(O)C(F)(F)F	105&91	105&95	98&139	108&120	106&102	104&106	113&101	102&93	105&92
NN(Cc1ccccc1)c1ccccc1	92	96	99	98	98	95	97	82	97
CS(=O)(=O)Nc1cc(-c2ccc3ncc(C#N)c(Nc4ccc(F)c(Cl)c4)c3c2)cnc1Cl	-15*	4.1*	-28*	10	14	8.2*	-19*	8.2*	-27*
OCCN1CCN=C1Cc1ccccc1	102	100	100	109	105	98	106	95	101
CCOC(=O)c1c(C)nc2c(c1N)/C(=C/c1ccc[nH]1)C(=O)N2c1ccc(OC)cc1	94	/	101	99	98	103	116	/	92
CCC1OC(=O)[C@H](C)C(=O)[C@H](C)[C@@H](OC2O[C@H](C)C[C@H](N(C)C)[C@H]2O)[C@](C)(OC)C[C@@H](C)C(=O)[C@H](C)[C@H]2N(CCCCn3cnc(-c4cccnc4)c3)C(=O)O[C@@]12C (some centres not stated)	99	93	99	115	106	103	117	89	100
COC(=O)C1(CC(=O)c2ccc3ccccc3c2)NC(=S)NC(=O)C1C#N (configuration not stated)	104	111	100	118	101	102	120	98	92
COc1cc(/C=C2\COc3ccc(O)cc3C2=O)cc(OC)c1	30	40	93	72	51	85	37	54	81
COc1ccc(/C=C\c2cc(OC)c(OC)c(OC)c2)cc1OCC(=O)Nc1ccc2nc(C)sc2c1	38	9.1*	/	65	57	52	42	23	57
COc1ccc2c(C3=C(c4cn(C)c5ccccc45)C(=O)N(O)C3=O)coc2c1	101	100	101	105	94	104	/	98	98
C=C(c1ccc(C(=O)O)c(F)c1)c1cc2c(cc1C)C(C)(C)C=CC2(C)C	66	83	67	95	68	74	93	70	72
CCCCCCCNC1=C(OCC)C(=O)c2ccccc2C1=O	103	101	108	102	100	95	103	97	99
COc1ccc(-c2nc(S(=O)(=O)c3ccccc3)c(S(=O)CC(=O)N3CCC(C)CC3)o2)cc1 (configuration not stated)	66	34	93	43	58	62	-43*	41	40
COc1cc(NC(C)=O)ccc1C(=O)NC(=S)Nc1ccc(C(=O)O)cc1	57	56	66	83	69	68	82	88	95
Cc1noc(C)c1-c1ccc(=O)n(Cc2cccc3cccnc23)n1	91	94	91	107	100	106	105	72	95
COC(=O)c1[nH]nc2c1C1(C(=O)N(C)c3ccccc31)C(C#N)=C(N)O2 (configuration not stated)	105	102	118	102	101	97	/	91	97
CC(O)CNC(Cc1ccccc1)c1ccc2c(c1)OCO2 (configuration not stated)	97	97	89	107	101	96	99	66	87
c1ccc(CN(CCN2CCOCC2)Cc2ccccc2)cc1	104	96	107	105	105	98	101	95	106
CC(=O)c1c[nH]c2c(C)c([N+](=O)[O-])ccc12	101	95	98	108	94	95	105	90	96
COC(=O)Cc1nc2ccccc2n1C(=O)N1c2ccccc2Sc2ccccc21	92	79	67	99	98	97	/	57	94
COc1ccc(-c2nc3ccccn3c2-c2nnc(-c3ccc(F)cc3)o2)cc1	111	109	106	101	106	/	108	99	97
COc1ccc(S(=O)(=O)Oc2ccc(-c3sc4cc(OS(=O)(=O)c5ccc(OC)cc5)ccc4c3C(=O)c3ccc(OCCN4CCCCC4)cc3)cc2)cc1	100	108	93	107	103	102	100	106	95
Cc1ccc(C)n1NC(=O)CN(C(C)C)C(C)C	105	106	116	126	105	109	117	102	106
O=C1Cc2cc(CCN3CCN(CCOCCO)CC3)c(Cl)cc2N1Cc1ccc(-c2ccccc2-c2nn[nH]n2)cc1	94	/	94	117	91	117	94	56	/
Fc1ccc2nc(-c3nc(-c4ccccc4)n4ccccc34)[nH]c2c1	-67*	-59*	-28*	-6.4*	-37*	-39*	0.3*	-71*	27
(list continues)
SMILES	U251	OVCAR-8	SF-295	DU-145	SNB-19	SF-268	OVCAR-3	PC-3	SF-539
COc1cnc2c(c1)C(=O)c1c-2n(CCCn2ccnc2)c(=O)c2cc(OC)c(OC)cc12	-85*	-94*	-21*	-2.5*	15	29	/	-55*	-35*
FC(F)(F)c1nn(-c2ccccc2)c2c1-c1ccccc1CS2	99	103	106	107	101	96	109	101	98
C[C@H]1[C@]2(C)CCc3cc4[nH]c5ccccc5c4cc3[C@]2(CCCO)C(=O)O[C@@]1(C)O	101	97	96	101	95	90	/	87	103
O=S(=O)(CC(O)C(Cl)(Cl)Cl)N(Cc1ccccc1)Cc1ccccc1 (configuration not stated)	97	103	92	109	103	105	111	95	97
CC(Cc1ccccc1)N=C(N)N (configuration not stated)	82	83	110	108	97	/	104	62	94
Cn1c(=O)c2[nH]c(N/N=C/c3ccc(F)cc3)nc2n(C)c1=O	106&108	109&109	113	101&112	99&99	94&117	108&127	99&105	101&112
O=C1OC(=O)C2(Br)C3C=CC(C3)C12 (configuration not stated)	101	102	/	113	102	110	111	92	96
CC(C)CSc1nc(-c2ccc(F)cc2)c(C#N)c(N2CCOCC2)n1	96	95	85	95	97	92	92	80	103
COc1ccc(C(=O)n2nc(-c3ccccc3)nc2N)cc1	101	97	103	112	101	93	103	93	97
COc1ccc(C(=O)N/N=C/c2ccc(F)c(Br)c2)cc1	103	102	88	103	102	105	109	96	106
N#C/C(=C\c1ccco1)c1ccc([N+](=O)[O-])cc1	95	96	99	101	107	90	104	101	101
CC(C)(C)c1ccc(S(=O)(=O)Nc2cc(Sc3nc4ccccc4s3)c(O)c3ccccc23)cc1	78	83	80	95	102	90	85	72	104

Random excerpt: five records from the list, in no set order.
SMILES	U251	OVCAR-8	SF-295	DU-145	SNB-19	SF-268	OVCAR-3	PC-3	SF-539
CCOc1cc(NC(=O)c2ccccc2)c(OCC)cc1N	106	113	121	110	105	106	108	104	112
Cc1noc(C)c1-c1ccc(=O)n(Cc2cccc3cccnc23)n1	91	94	91	107	100	106	105	72	95
C/C(=N/O)c1ccc(NC(=O)CSc2nnc(-c3ccc4nc(-c5ccc(Cl)cc5)[nH]c4c3)o2)cc1	-59*	1.3*	98	44	21	71	85	41	43
Cn1c(=O)c2[nH]c(N/N=C/c3ccc(F)cc3)nc2n(C)c1=O	106&108	109&109	113	101&112	99&99	94&117	108&127	99&105	101&112
CC(=O)CC(c1ccccc1)c1ccccc1	108	106	123	116	106	104	114	93	103

(listing goes on)
SMILES	U251	OVCAR-8	SF-295	DU-145	SNB-19	SF-268	OVCAR-3	PC-3	SF-539
CCOc1ccc2nc(NC(=O)CSc3nnc4n3S(=O)(=O)c3ccccc3N4c3ccccc3)sc2c1	108	96	86	119	97	103	109	87	100
CCOC(=O)c1c2c(c(C)n1Cc1ccccc1)-c1nn(C)cc1CC2	92	87	135	123	82	109	117	71	75
NC1=NC(/C=C/c2ccccc2)n2c(nc3ccccc32)N1 (configuration not stated)	95	93	107	115	111	93	100	87	94
CCN(C(=O)CN1CCN(c2cc3c(cc2F)c(=O)c(C(=O)O)cn3C2CC2)CC1)c1nc(-c2ccc(C)cc2)cs1	98	109	94	103	96	91	94	90	95
C(=C\c1n(Cc2ccc3ccccc3c2)c(-c2ccccc2)c(-c2ccccc2)[n+]1Cc1ccc2ccccc2c1)/c1ccccc1	-81*	-65*	-96*	-97*	-94*	-69*	-90*	-81*	-92*
Nc1ccc([N+](=O)[O-])cc1N=C/C=C/c1ccccc1	57	80	109	77	72	51	84	72	79
CCOC(=O)c1cc(=O)c2c(OC)ccc(OC)c2[nH]1	128	117	116	125	115	103	113	97	110
O=C1CCCc2nc3ccccc3c(/C=C/c3ccc(F)cc3)c21	85	99	100	94	90	93	108	101	97
Cc1ccc2[nH]c(=O)c(/C=N/Nc3nc(-c4ccccc4)cs3)c(O)c2c1	97	103	98	110	101	97	106	95	102
COc1ccc(Nc2[nH]n3c(=O)cc(C)nc3c2C(=O)Nc2ccc(C)cc2)c(OC)c1	70	84	92	115	63	88	85	75	96

Screens deposited in PubChem by NCI.
